Compound activity from PubChem BioAssay.
VLA-4 inh – inhibition in a human VLA-4 binding assay. AID 2557. inhibition, % (about 7 µM as worked out from the volumes in the protocol). VLA-4 expressing cells, ligand binding flow cytometry. hit rate 0.2% among 330,000; in the data active means inhibition above about 50%
GLD-1 TGE inh – GLD-1-TGE RNA interaction inhibition (C. elegans). Q17339. purified GLD-1 + fluorescein TGE RNA, fluorescence polarization. inhibition, % at 5.96 µM. hit rate 0.44% among 320,000. AID 2280;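 active means percent inhibition above a per-plate cutoff, the plate mean of test compounds plus 3 SD, cut at about 30% in these data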;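 further: 0% = DMSO wells with GLD-1 and probe and 100% = wells lacking GLD-1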
Target sequence (Q17339 whole entry, looked up): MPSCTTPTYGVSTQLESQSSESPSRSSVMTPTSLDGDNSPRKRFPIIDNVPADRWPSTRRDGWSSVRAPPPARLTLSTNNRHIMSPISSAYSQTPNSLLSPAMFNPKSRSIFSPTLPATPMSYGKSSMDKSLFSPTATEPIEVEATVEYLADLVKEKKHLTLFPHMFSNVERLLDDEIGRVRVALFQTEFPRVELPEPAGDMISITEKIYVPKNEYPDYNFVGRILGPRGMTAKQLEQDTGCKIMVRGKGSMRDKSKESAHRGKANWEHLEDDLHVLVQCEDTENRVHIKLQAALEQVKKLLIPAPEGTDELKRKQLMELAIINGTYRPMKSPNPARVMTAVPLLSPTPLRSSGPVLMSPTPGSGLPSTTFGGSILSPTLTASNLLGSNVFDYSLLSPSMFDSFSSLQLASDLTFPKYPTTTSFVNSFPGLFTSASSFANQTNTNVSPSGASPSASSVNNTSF
CIT2 TOR yeast – yeast TOR pathway CIT2-GFP modulation. S. cerevisiae CIT2-GFP strain, flow cytometry, 3 h; 100 means same as DMSO wells. hit rate 0.065% among 320,000. AID 2029. GFP response vs DMSO, % at 10 µM;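 active means GFP response relative to DMSO above a set limit, near the screen mean plus 3 SD, cut at about 150% in these data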;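 further: ratio of well median GFP fluorescence to mean of DMSO wells on the plate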
BCLXL inh – inhibitors of human Bcl-xL; Q07817; GST-Bcl-xL / FITC-Bim BH3 peptide fluorescence polarization; inhibition, % at 10.9 µM; hit rate 0.7% among 320,000; AID 2129;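 active means inhibition above the mean of all tested compounds plus 3 SD, cutoff set per campaign, cut at about 30% in these data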;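 further: 0% = DMSO wells and 100% = unlabeled Bim-BH3 peptide competitor; inhibitors lower millipolarization by displacing the labeled peptide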
Target sequence (Q07817 whole entry, looked up): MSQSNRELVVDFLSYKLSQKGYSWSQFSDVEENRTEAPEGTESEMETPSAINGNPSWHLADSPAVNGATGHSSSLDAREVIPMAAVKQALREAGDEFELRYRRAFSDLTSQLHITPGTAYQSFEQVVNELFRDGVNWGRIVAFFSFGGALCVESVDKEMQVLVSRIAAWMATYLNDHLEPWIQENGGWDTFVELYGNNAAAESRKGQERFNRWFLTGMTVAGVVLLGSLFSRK
GRK2 aptamer HTS – human GRK2 inhibition via aptamer displacement. P25098. inhibition of aptamer binding, % at 10 µM. hit rate 0.59% among 330,000. bead flow cytometry, FAM-aptamer displacement from GRK2;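 active means inhibition of aptamer binding above 40%, roughly 3 SD of noise, on plates passing a quality check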;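 further: median bead fluorescence of bound FAM aptamer so fluorescent compounds give negative values; no value below 0 was filed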
MCL1 BIM primary – disrupts human MCL1 binding to BIM-BH3 peptide; GST-MCL1 / FITC-Bim-BH3 fluorescence polarization; inhibition, % at 10.9 µM; hit rate 0.68% among 320,000; AID 2057; Q07820;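 active means inhibition above the mean inhibition of all tested compounds plus 3 SD, set per campaign, cut at about 40% in these data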;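 further: 0% = DMSO wells and 100% = unlabeled Bim-BH3 peptide control; higher means more loss of mP so more displacement of Bim peptide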
MEX-5 binding – C. elegans MEX-5 TCR-2 RNA binding activity | Q9XUB2 | MEX-5/FITC-TCR2 RNA binding, fluorescence polarization; stronger effect = lower value | activity score (negative = inhibition of binding), % at 10 µM | hit rate 0.38% among 300,000 | AID 1832;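 active means inhibition past about -25% in most replicates, and total fluorescence under double the plate's negative control median, limit read from the data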;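 further: 0% = DMSO and -100% = 5 µM competing unlabeled TCR2 RNA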
AGP1-GFP MLPCN – yeast TOR pathway AGP1-GFP modulation | S. cerevisiae AGP1-GFP multiplex flow cytometry, 3 h; GFP as percent of DMSO wells | GFP response vs DMSO, % at 10 µM | hit rate 0.02% among 320,000 | AID 2066;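 active means GFP response relative to DMSO above a set limit, near screen average plus 3 SD, cut at about 150% in these data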;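 further: median GFP channel fluorescence of the gated AGP1 strain per well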
Fam108B inh – Fam108B inhibition, counter-screen for RBBP9 inhibitors | recombinant Fam108B, FP-Rh probe fluorescence polarization | hit rate 0.33% among 300,000 | inhibition, % at 9.51 µM | AID 1947;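 active means inhibition above the screen mean inhibition plus 3 SD, computed separately per campaign, cut at about 18% in these data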;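 further: inhibitors lower polarization as less probe binds the enzyme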
An asterisk follows results filed as active; · = no result given; [ ] = another dose, or the depositor's remark.

Below each SMILES – GRK2 aptamer HTS, MEX-5 binding, Fam108B inh, CIT2 TOR yeast, VLA-4 inh, BCLXL inh, GLD-1 TGE inh, AGP1-GFP MLPCN, MCL1 BIM primary
> COc1cccc(/C=C2\SC(=S)N(CCC(=O)NC3C=CS(=O)(=O)C3)C2=O)c1 (centres undefined)
→ 0, -2.1, 1, 109, 25, 6, -3, 109, 12
> Cn1cc(S(=O)(=O)Oc2ccccc2)c(=O)n(C)c1=O
→ 2, 0.2, 1, 93, 8, 5, -7, 97, 4
> O=C(/C=C/c1ccc(Cl)cc1)NC(=S)Nc1ccc(NC(=O)c2ccco2)cc1
→ 0, -3.3, -118, 100, -12, 8, -2, 93, 10
> COCc1nnc(NC(=O)c2ccc(S(=O)(=O)N3CCCCCC3)cc2)o1
→ 3, -2.7, -1, 93, -3, 2, 5, 98, 9
> O=C(/C=C/c1ccccc1)N1CCC[C@H]1CO
→ ·, 3.9, 0, ·, ·, 2, 6, ·, 5
> Cc1ccc(Cl)cc1N1CCN(C(c2cccnc2)c2nnnn2C2CCCCC2)CC1 (centres undefined)
→ 4, -0.1, 0, 108, 7, 9, -2, 101, 5
> CCOC(=O)C1=C(C)Nc2nc3ccccc3n2C1c1ccncc1 (centres undefined)
→ 0, -1.3, -2, 105, 5, 5, 1, 103, 7
> COc1cccc(NC(=O)[C@@H](NC(=O)N2CCn3c2nc2ccccc23)C(C)C)c1
→ 0, 0.2, 0, 106, 5, 6, 2, 104, 9
> O=C(O)c1cc(N/N=C/c2c[nH]c3ccccc23)ccc1Cl
→ 3, -3.8, 6, 105, 4, 17, -2, 105, 13
> CC(=O)Nc1ccc(C(=O)CN2C(=O)NC3(CCOc4ccccc43)C2=O)c(F)c1 (centres undefined)
→ 0, ·, ·, 89, -3, -3, -4, 93, -3
> Cc1nn(CC(=O)NC(C)CCc2ccccc2)c(=O)c2nn(-c3ccccc3)c(C)c12 (centres undefined)
→ 1, -1.7, 1, 105, 14, 1, -2, 112, 1
> COc1ccc(C(=O)NC2CC3CCCC(C2)N3Cc2ccccc2)cc1OC (centres undefined)
→ 4, 1.3, 2, 109, 5, 3, 8, 91, -1
> O=C1NC(=O)C(CC(=O)N(Cc2cccs2)C2(C(=O)NC3CCCCC3)CCCCC2)N1 (centres undefined)
→ 1, 2.2, 0, 110, 20, 3, 0, 105, -1
> Cc1ccc(S(=O)(=O)Cn2nnnc2C(C(C)C)N2CCc3ccccc3C2)cc1 (centres undefined)
→ 2, -2.3, 1, 100, 4, 6, 6, 108, 7
> O=C(CN1C(=O)NC(Cc2ccccc2)C1=O)NC(=O)NC1CCCCC1 (centres undefined)
→ 0, 1.0, -3, 99, 0, -7, 7, 99, -15
> CC(C)Oc1ccc(C(=O)Nc2ccc(C(F)(F)F)n(C)c2=O)cc1
→ 0, -1.9, -1, 105, -3, 3, 0, 100, 3
> COc1cc(OC)cc(C(=O)N2CCN(C(=O)c3cccs3)CC2)c1
→ 3, -1.3, -1, 104, 3, 0, 10, 94, -2
> COc1cccc(Cn2cnc3c(sc4nc(C)cc(C)c43)c2=O)c1
→ 0, -3.7, -4, 99, 13, 5, 2, 98, 6
> O=C(Nc1ccc(Cl)cc1)N(Cc1nnc2n1CCCCC2)c1ccccc1
→ 0, -4.4, 3, 98, 10, 6, 2, 93, -2
> Cc1cc(C(=O)COC(=O)c2ccccc2O)c(C)n1CC1CCCO1 (centres undefined)
→ 3, ·, ·, 87, 3, -2, 4, 96, 2
> Cc1cc(C)c(C#N)c(N2CCN(S(=O)(=O)Cc3ccccc3)CC2)n1
→ 0, 1.6, -2, 140[may fluoresce green], 2, 4, -2, 114[may fluoresce green], 1
> C=CCn1c(SCc2ccc(C(=O)NCCO)cc2)nc2sc(C)c(C)c2c1=O
→ 0, 1.6, 3, 82, 17, 1, 7, 92, 10
> CCN(CCNC(=O)Cn1cc2c(n1)CCCC2)c1ccccc1
→ 1, -2.5, 3, 103, 2, 1, -2, 102, -4
> COc1ccc(C2CC3(CC(C)(C)NC(SC)=N3)Oc3cc(O)cc(C)c32)cc1 (centres undefined)
→ 0, -1.9, -1, 98, 41, -1, 0, 105, -9
> CCOC(=O)C1=NNC(C(=O)c2ccc(C)cc2)C1c1ccc(OC)cc1 (centres undefined)
→ 0, -0.2, 1, 88, 0, 0, -1, 96, 2
> CCN1C(=O)CC(N2CCC(Cc3ccccc3)CC2)C1=O (centres undefined)
→ 0, 1.1, 8, 104, -11, 4, 2, 106, 2
> COc1cccc(CC(=O)NCC2(N3CCCCC3)CCCCC2)c1
→ 0, 0.8, 2, 95, 8, 1, -7, 104, -3
> COc1ccc(OC)c(-c2nnc3n2N=C(c2ccc(OC)c(OC4CCCC4)c2)CS3)c1
→ 2, ·, ·, 90, -9, ·, 2, 97, ·
> COC(=O)CCC(=O)N(CCN(Cc1ccccc1)C(=O)CCC(=O)OC)Cc1ccccc1
→ 4, 1.1, -3, 99, -1, -1, 0, 104, -12
> O=C(NCc1ccc2c(c1)OCO2)c1cccc(N2CCCC2=O)c1
→ 0, -2.2, 2, 98, 13, 4, -3, 101, 0

Reformatted as labelled records: entries from further up
Structure: O=C(Nc1ccc(Cl)cc1)N(Cc1nnc2n1CCCCC2)c1ccccc1
  GRK2 aptamer HTS: 0
  MEX-5 binding: -4.4
  Fam108B inh: 3
  CIT2 TOR yeast: 98
  VLA-4 inh: 10
  BCLXL inh: 6
  GLD-1 TGE inh: 2
  AGP1-GFP MLPCN: 93
  MCL1 BIM primary: -2

Structure: O=C(CN1C(=O)NC(Cc2ccccc2)C1=O)NC(=O)NC1CCCCC1 (centres undefined)
  GRK2 aptamer HTS: 0
  MEX-5 binding: 1.0
  Fam108B inh: -3
  CIT2 TOR yeast: 99
  VLA-4 inh: 0
  BCLXL inh: -7
  GLD-1 TGE inh: 7
  AGP1-GFP MLPCN: 99
  MCL1 BIM primary: -15

Back to the main list with the three entries that preceded the break.
Below each SMILES – GRK2 aptamer HTS, MEX-5 binding, Fam108B inh, CIT2 TOR yeast, VLA-4 inh, BCLXL inh, GLD-1 TGE inh, AGP1-GFP MLPCN, MCL1 BIM primary
> COc1ccc(OC)c(-c2nnc3n2N=C(c2ccc(OC)c(OC4CCCC4)c2)CS3)c1
→ 2, ·, ·, 90, -9, ·, 2, 97, ·
> COC(=O)CCC(=O)N(CCN(Cc1ccccc1)C(=O)CCC(=O)OC)Cc1ccccc1
→ 4, 1.1, -3, 99, -1, -1, 0, 104, -12
> O=C(NCc1ccc2c(c1)OCO2)c1cccc(N2CCCC2=O)c1
→ 0, -2.2, 2, 98, 13, 4, -3, 101, 0
> COc1ccc(-c2noc(C3CCCN(C(=O)c4ccccc4OC)C3)n2)cc1OC (centres undefined)
→ 2, 1.2, 0, 98, 0, 5, -1, 99, 0
> O=C(Nc1ccc(S(=O)(=O)N2CCCC2)cc1)c1c(F)cccc1F
→ 3, 0.7, -2, 110, 10, 3, -4, 96, 1
> O=C(NCc1ccncc1)c1cc(F)c(F)cc1Cl
→ 0, -0.4, 2, 106, 21, 3, 4, 100, 10
> Cc1c(C=O)c(Cl)n(C)c(=O)c1C#N
→ 21, -19, 5, 107, -11, 37*, 21, 107, 36
> O=C(Nc1cccc(N2C(=O)C3CCCCC3C2=O)c1)c1ccccc1 (centres undefined)
→ 0, 0.7, 2, 97, 7, 3, 2, 93, 0
> COc1ccc(-n2nc3c(c2NC(=O)C(C)C)CSC3)cc1
→ 0, 1.2, -2, 96, 3, 4, 5, 105, -4
> CC(C)(C)C(=O)N1CCC(O)(CS(=O)(=O)Cc2ccccc2Cl)CC1
→ 5, -0.9, -1, 105, -3, 8, 2, 102, 8
> CCOc1ccc(CN2CCN(CC3CC3)CC2CCO)cc1 (centres undefined)
→ 5, -0.2, 2, 100, 7, 5, 2, 103, 12
> O=c1oc2ccccc2n1Cc1cccc(Cl)c1
→ 0, 0.9, -2, 98, 2, 1, -3, 101, 2
> O=C(c1ccc(Cl)c(S(=O)(=O)N2CCCC2)c1)N1CCCC(C(F)(F)F)C1 (centres undefined)
→ 0, 0.5, 1, 101, 3, -1, 4, 108, 6
> CCC(C)NC(=O)/C(=C/c1ccco1)c1ccccc1 (centres undefined)
→ 1, -0.9, 2, 92, 9, -2, -9, 91, 7
> O=C(OCC(=O)N1CCCC1=O)c1nc(Cl)ccc1Cl
→ 2, -1.3, 0, 95, 9, 4, 4, 99, 0
> O=C1CCCN1CCC1CCN(C2CC(=O)N(c3ccc(Cl)cc3)C2=O)CC1 (centres undefined)
→ 5, 0.1, 2, 107, 11, 9, 4, 102, 10
> CN1CCN(NC(=O)C2CC2)CC1
→ 1, 0.5, 4, 100, 23, 8, 5, 98, 13
> CC(C)(C)c1ccc(O)c(N)c1
→ 3, -1.2, 2, 93, -3, 6, -8, 103, -9
> Cc1[nH]c2ccccc2c1C(=O)CSc1nnc(C2CC2)o1
→ 0, ·, ·, 106, -32, -1, -1, 109, 5
> O=C(NC1CCSC1=O)c1cccc(C(=O)NC2CCSC2=O)c1 (centres undefined)
→ 3, 1.1, 3, 99, 26, 7, 0, 97, 6
> CNc1nc(NN)nc(Nc2ccccc2)n1
→ 0, 8.9, -1, 106, 3, 2, 1, 92, -8
> COc1ccc(CN2C3CCCC2CC(NC(=O)c2cccc(F)c2)C3)cc1 (centres undefined)
→ 0, 1.6, 1, 99, 0, 2, 6, 95, 6
> CCN(CC)CCNCc1ccc(OCc2ccc(Cl)nc2)c(OC)c1
→ 0, 1.5, 1, 102, 14, 8, 5, 105, 7
> COP(=O)(OC)C(Nc1ccc(C)cc1)c1ccc([N+](=O)[O-])cc1 (centres undefined)
→ 0, 2.4, 4, 98, 8, 1, 1, 99, -4
> O=C(NCc1ccccn1)c1cccc(S(=O)(=O)NCc2ccccc2)c1
→ 0, -0.7, -2, 107, -6, 3, 9, 109, 6
